LAP4 TOR yeast: yeast TOR pathway LAP4-GFP modulation; S. cerevisiae LAP4-GFP multiplex, flow cytometry GFP, 3 h; median GFP as percent of DMSO wells; GFP response vs DMSO, % at 10 µM; 320,000 compounds, 0.34% hits;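 active means GFP response vs DMSO above a set limit, about the screen mean plus 3 SD, cut at about 150% in these data; inconclusive means under 70 cell events counted for the yeast strain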
AHR act: activates the human aryl hydrocarbon receptor | AHR-responsive luciferase reporter cells, luminescence | activation, % at 5 µM | 320,000 compounds, 2.5% hits | AID 2796; in the data active means activation above about 47%;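 further: 0% = vehicle wells and 100% = reference agonist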
RPL19A TOR yeast: modulators of TOR pathway RPL19A-GFP in S. cerevisiae. S. cerevisiae RPL19A-GFP strain, flow cytometry, 3 h; hits give low values. percent response vs DMSO, % at 10 µM. AID 2025. 330,000 compounds, 0.3% hits;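 active means percent response vs DMSO below 50%; inconclusive means fewer than 70 events counted for the yeast strain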;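 further: median channel GFP fluorescence of the barcoded RPL19A-GFP strain; ratio of sample median GFP to plate DMSO average so 100% = DMSO; lower means less RPL19A-GFP as with rapamycin TOR inhibition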
proCasp7 act: activates human procaspase-7, counter-screen for procaspase-3 activators. activation, % at 8.5 µM. AID 463210. 330,000 compounds, 0.093% hits. recombinant procaspase-7, Ac-DEVD-pNA absorbance 405 nm; D23A/D198A/D206A triple mutant, cannot self-cleave; scale: DMSO 0, 5 µM enzyme 100. P55210;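 active means percent activation above the screen-wide mean plus 3 SD, cut at about 25% in these data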
Target sequence (P55210 whole entry D23A/D198A/D206A): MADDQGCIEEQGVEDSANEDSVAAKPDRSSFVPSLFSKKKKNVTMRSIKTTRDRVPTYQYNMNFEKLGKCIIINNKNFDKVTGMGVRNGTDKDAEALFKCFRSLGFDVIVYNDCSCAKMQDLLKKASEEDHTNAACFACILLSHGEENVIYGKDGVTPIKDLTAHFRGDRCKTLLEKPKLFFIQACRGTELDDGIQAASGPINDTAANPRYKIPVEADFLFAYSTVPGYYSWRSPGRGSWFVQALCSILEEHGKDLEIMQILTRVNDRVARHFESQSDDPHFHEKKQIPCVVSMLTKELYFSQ
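System: Procaspase-7 triple mutant (PC-7 D3A); measure: % activation from two-timepoint absorbance difference, scaled to controls; times: 1 h compound preincubation, 2 h substrate cleavage, 25 °C; also added: Ac-DEVD-pNA substrate, 400 µM as added; measured by: Epi-absorbance of released pNA at 405 nm, two timepoints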
MEP2-GFP yeast: modulators of TOR pathway MEP2-GFP in S. cerevisiae. S. cerevisiae MEP2-GFP strain, flow cytometry GFP, 3 h; 100% = DMSO control level. GFP response vs DMSO, % at 10 µM. 330,000 compounds, 0.51% hits. AID 2016;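 active means GFP response versus DMSO above a set limit, roughly screen mean plus 3 SD, cut at about 180% in these data; inconclusive means fewer than 70 cells counted for a yeast strain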;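 further: median GFP fluorescence of the barcode-gated MEP2-GFP cells per well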
CIT2 TOR yeast: yeast TOR pathway CIT2-GFP modulation; S. cerevisiae CIT2-GFP strain, flow cytometry, 3 h; 100 means same as DMSO wells; GFP response vs DMSO, % at 10 µM; 320,000 compounds, 0.065% hits;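 active means GFP response relative to DMSO above a set limit, near the screen mean plus 3 SD, cut at about 150% in these data; inconclusive means Fewer than 70 cells measured for a yeast strain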;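 further: ratio of well median GFP fluorescence to mean of DMSO wells on the plate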
AGP1-GFP MLPCN: yeast TOR pathway AGP1-GFP modulation; S. cerevisiae AGP1-GFP multiplex flow cytometry, 3 h; GFP as percent of DMSO wells; GFP response vs DMSO, % at 10 µM; 320,000 compounds, 0.02% hits;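 active means GFP response relative to DMSO above a set limit, near screen average plus 3 SD, cut at about 150% in these data; inconclusive means fewer than 70 cells counted for the yeast strain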;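 further: median GFP channel fluorescence of the gated AGP1 strain per well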
procasp3 activ: activates human procaspase-3. recombinant procaspase-3 D3A, Ac-DEVD-pNA absorbance 405 nm. activation, % at 8.5 µM. 330,000 compounds, 0.11% hits. AID 463141;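 active means activation above the mean of all tested compounds plus 3 SD, cut at about 21% in these data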;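 further: 0% = DMSO alone and 100% = DMSO wells spiked with extra 5 µM PC-3 D3A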
Target sequence (P42574 whole entry D9A/D28A/D175A): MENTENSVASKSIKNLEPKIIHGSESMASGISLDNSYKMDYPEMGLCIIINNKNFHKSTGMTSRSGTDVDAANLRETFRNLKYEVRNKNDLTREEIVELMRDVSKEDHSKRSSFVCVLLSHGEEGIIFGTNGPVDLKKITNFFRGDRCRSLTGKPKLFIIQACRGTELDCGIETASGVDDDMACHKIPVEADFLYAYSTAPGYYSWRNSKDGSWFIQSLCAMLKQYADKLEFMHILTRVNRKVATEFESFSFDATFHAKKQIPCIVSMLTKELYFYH
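assay system = Procaspase-3 D3A mutant | signal = absorbance at 405 nm, 0 and 120 min | times = 1 h preincubation plus 2 h reaction at 25 °C | repeats = single replicate | read-out = % activation between DMSO and enzyme-spiked controls | medium = Zinc-free HEPES saline buffer with Triton X-100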
Numbers without * were called inactive; ? = inconclusive; . = not tested or not shown; [ ] = another dose, or the depositor's remark.

Preview:
The line under a structure holds: LAP4 TOR yeast, AHR act, RPL19A TOR yeast, proCasp7 act, MEP2-GFP yeast, CIT2 TOR yeast, AGP1-GFP MLPCN, procasp3 activ
1) O=S(=O)(Nc1nc2ccccc2nc1NCC1CCCO1)c1cc(Cl)ccc1Cl (configuration not stated)
    106, 2, 97, -6, 90, 87, 96, -1
2) O=C(OC1CCOC1=O)C1CCN(S(=O)(=O)c2ccccc2)CC1 (configuration not stated)
    104, -1, 99, -3, 93, 93, 97, 1
3) Cc1nn(-c2ccccc2)c2[nH]c(=O)c(CNCCN3CCOCC3)cc12
    97, 0, 103, -2, 100, 98, 100, 2
4) COc1cc(/C=N/n2c(C)nc3ccccc3c2=O)ccc1O
    82, 3, 113, 6, 91, 115, 102, -2
5) CCCS(=O)(=O)N1CCC(C(=O)NCCN(C)Cc2ccccc2)CC1
    99, -2, 100, -2, 100, 100, 100, -6

The list itself, from the first entry:
The line under a structure holds: LAP4 TOR yeast, AHR act, RPL19A TOR yeast, proCasp7 act, MEP2-GFP yeast, CIT2 TOR yeast, AGP1-GFP MLPCN, procasp3 activ
1) O=S(=O)(Nc1nc2ccccc2nc1NCC1CCCO1)c1cc(Cl)ccc1Cl (configuration not stated)
    106, 2, 97, -6, 90, 87, 96, -1
2) O=C(OC1CCOC1=O)C1CCN(S(=O)(=O)c2ccccc2)CC1 (configuration not stated)
    104, -1, 99, -3, 93, 93, 97, 1
3) Cc1nn(-c2ccccc2)c2[nH]c(=O)c(CNCCN3CCOCC3)cc12
    97, 0, 103, -2, 100, 98, 100, 2
4) COc1cc(/C=N/n2c(C)nc3ccccc3c2=O)ccc1O
    82, 3, 113, 6, 91, 115, 102, -2
5) CCCS(=O)(=O)N1CCC(C(=O)NCCN(C)Cc2ccccc2)CC1
    99, -2, 100, -2, 100, 100, 100, -6
6) CCOc1ccc2[nH]cc(C(=O)NCc3ccc(F)cc3)c(=O)c2c1
    95, ., 101, ., 101, 106, 104, .
7) COc1ccc(CNC(=O)CN2CCC(NC(=O)c3ccccc3C)CC2)cc1
    97, -2, 98, -3, 95, 105, 96, 2
8) CCOc1ccc(C(C)=O)cc1CN1C(=O)NC2(CCCCCC2)C1=O
    ?, 2, ?, 1, ?, ?, ?, -11
9) COc1cccc(CNCC2CCCO2)c1 (configuration not stated)
    97, 1, 102, 1, 106, 89, 93, 6
10) Cc1cc(C)c[n+](C2=C([O-])c3ccccc3C(=O)/C2=N\S(=O)(=O)c2cccs2)c1
    95, 3, 108, 9, 110, 109, 107, 10

Later entries:
The line under a structure holds: LAP4 TOR yeast, AHR act, RPL19A TOR yeast, proCasp7 act, MEP2-GFP yeast, CIT2 TOR yeast, AGP1-GFP MLPCN, procasp3 activ
11) CC(C)CCNC(=O)/C=C/c1ccc(Br)cc1
    103, -1, 103, 2, 100, 93, 95, 6
12) Cc1ccc(C)c(S(=O)(=O)N2CCN(C(=O)[C@@H](NC(=O)c3ccc(F)cc3)C(C)C)CC2)c1
    85, 2, 90, 6, 84, 87, 90, 1
13) O=C(Cn1cnc2ccccc2c1=O)Nc1ccc2c(c1)OCCO2
    116, 7, 103, 2, 102, 101, 95, 1
14) O=c1c2ccccc2nc(-c2ccc(Cl)cc2Cl)n1CCCn1ccnc1
    97, 6, 96, 6, 103, 102, 101, 5
15) Cc1cc(NC(=O)c2ccc(S(=O)(=O)Nc3ccccc3)cc2)no1
    97, 6, 100, 3, 102, 106, ., -4
16) Cc1ccc(-c2nc3ncccc3o2)cc1NC(=O)c1cccs1
    107, 8, 110, 5, 104, 99, 99, -2
17) COc1ccc(-n2nnnc2SCC(=O)c2ccc(O)c(O)c2)cc1
    ?, 1, 12*[may fluoresce violet], -1, 276*[may fluoresce violet], ?, ?, 0
18) COc1ccccc1C(CNC(=O)CNC(=O)c1ccccc1Cl)N1CCCC1 (configuration not stated)
    111, 2, 104, 3, 106, 93, 105, 4
19) COc1cccc(/C=N/NC(=O)CNC(=O)c2ccc(S(=O)(=O)N3CCOCC3)cc2)c1OC
    95, 0, 101, 7, 101, 103, 101, -6
20) CC(C)(C)[C@@H]1CCC(=O)N(CC[C@H](Sc2ccc(Br)cc2)c2ccccc2)CC1
    78, 0, 92, -12, 88, 73, 80, 2

Some of the entries above, reformatted.
cpd | molecule | LAP4 TOR yeast | AHR act | RPL19A TOR yeast | proCasp7 act | MEP2-GFP yeast | CIT2 TOR yeast | AGP1-GFP MLPCN | procasp3 activ
20 | CC(C)(C)[C@@H]1CCC(=O)N(CC[C@H](Sc2ccc(Br)cc2)c2ccccc2)CC1 | 78 | 0 | 92 | -12 | 88 | 73 | 80 | 2
16 | Cc1ccc(-c2nc3ncccc3o2)cc1NC(=O)c1cccs1 | 107 | 8 | 110 | 5 | 104 | 99 | 99 | -2
11 | CC(C)CCNC(=O)/C=C/c1ccc(Br)cc1 | 103 | -1 | 103 | 2 | 100 | 93 | 95 | 6
15 | Cc1cc(NC(=O)c2ccc(S(=O)(=O)Nc3ccccc3)cc2)no1 | 97 | 6 | 100 | 3 | 102 | 106 | . | -4
19 | COc1cccc(/C=N/NC(=O)CNC(=O)c2ccc(S(=O)(=O)N3CCOCC3)cc2)c1OC | 95 | 0 | 101 | 7 | 101 | 103 | 101 | -6

Remaining list, next part.
The line under a structure holds: LAP4 TOR yeast, AHR act, RPL19A TOR yeast, proCasp7 act, MEP2-GFP yeast, CIT2 TOR yeast, AGP1-GFP MLPCN, procasp3 activ
21) COc1cc2ccccc2cc1C(=O)Nc1ccc(C)cc1
    93, 83*, 103, 0, 111, 107, 96, -1
22) COc1cccc(C2c3[nH]c4ccccc4c3C[C@H]3C(=O)N(CCCOC(C)C)CC(=O)N23)c1 (some centres not stated)
    ., 9, 92, 3, 112, 101, 99, 0
23) O=C(N/N=C/c1ccc([N+](=O)[O-])cc1)c1c[nH]c2ccccc12
    103, -4, 98, 4, 93, 90, 96, -4
24) CCOC(=O)CNC(=O)CSc1ccc(-c2nc3ccccc3[nH]2)cn1
    91, 2, 93, -9, 92, 93, 95, 10
25) O=c1nc(N(c2ccccc2)c2ccccc2)[nH]c(=O)[nH]1
    95, 2, 99, 4, 98, 104, 103, 10
26) COc1ccc(/C=N/Nc2nc(-c3ccc(Cl)cc3)cc(C(F)(F)F)n2)cc1OC
    111, 42, 100, 13, 127, 98, 96, -2
27) CCN(CC)c1nc(C(N)=O)cc(-c2ccccc2)n1
    120, 13, 82, -16, 92, 55, 79, -6
28) CCc1nnc(NC(=O)CN2CCN(Cc3ccc(C)cc3)CC2)s1
    94, -2, 105, -4, 103, 98, 102, 7
29) O=C(CSc1nnc(-c2cccc(F)c2)o1)N1CCOCC1
    116, -1, 99, 9, 101, 93, 101, -3
30) Cc1ccc(N2C(=O)/C(=C/c3cccnc3)SC2=S)cc1
    96, 2, 108, 3, 103, 104, 103, -6

Record cards, as listed above.
`COc1ccc(/C=N/Nc2nc(-c3ccc(Cl)cc3)cc(C(F)(F)F)n2)cc1OC` is entered as LAP4 TOR yeast = 111; AHR act = 42; RPL19A TOR yeast = 100; proCasp7 act = 13; MEP2-GFP yeast = 127; CIT2 TOR yeast = 98; AGP1-GFP MLPCN = 96; procasp3 activ = -2
`O=c1nc(N(c2ccccc2)c2ccccc2)[nH]c(=O)[nH]1` is entered as LAP4 TOR yeast = 95; AHR act = 2; RPL19A TOR yeast = 99; proCasp7 act = 4; MEP2-GFP yeast = 98; CIT2 TOR yeast = 104; AGP1-GFP MLPCN = 103; procasp3 activ = 10

(listing goes on)
The line under a structure holds: LAP4 TOR yeast, AHR act, RPL19A TOR yeast, proCasp7 act, MEP2-GFP yeast, CIT2 TOR yeast, AGP1-GFP MLPCN, procasp3 activ
31) COc1ccccc1CN1CCNC(=O)C1CC(=O)NCc1csc(C)n1 (configuration not stated)
    96, -1, 103, -11, 102, 101, 99, -6
32) CCOCCCNC(=O)C1CCC(CNS(=O)(=O)c2ccc(F)cc2)CC1 (configuration not stated)
    90, -2, 97, 11, 98, 102, 101, -2
33) Cc1nc(-c2ccc(S(=O)(=O)Oc3ccc(Cl)cc3Cl)s2)cs1
    113, 1, 110, 8, 111, 112, 117, -5
34) Cc1nnc2ccc(-c3cccc(NC(=O)c4ccco4)c3)nn12
    99, 7, 97, 2, 98, 97, 105, -3
35) COc1ccc(C2C(=O)N(C3CCCCC3)CC(=O)N2Cc2ccco2)cc1 (configuration not stated)
    89, -1, 93, -6, 92, 103, 99, -3
36) O=C(Cc1ccc(S(=O)(=O)N2CCCC2)s1)N1CCN(c2ccccc2)CC1
    97, 2, 96, 3, 101, 92, 92, 0
37) CCCOC(=O)c1cccc(NC(=O)c2cccnc2)c1
    98, 11, 91, -3, 93, 76, 85, -1
38) CCOc1cc(N2CCOCC2)c(OCC)cc1NC(=O)c1ccc2ccccc2n1
    108, 32, 91, 0, 96, 104, 102, 1
39) COc1ccc(Cn2ccnc2)cc1Br
    90, 28, 98, -2, 95, 87, 96, -4
40) O=C(c1ccc([N+](=O)[O-])cc1[N+](=O)[O-])N1CCCC1
    101, 1, 95, 3, 93, 98, 102, -2

Continuation.
The line under a structure holds: LAP4 TOR yeast, AHR act, RPL19A TOR yeast, proCasp7 act, MEP2-GFP yeast, CIT2 TOR yeast, AGP1-GFP MLPCN, procasp3 activ
41) Cc1nn(C)cc1S(=O)(=O)N1CCN(c2ccccc2F)CC1
    85, 3, 96, 6, 103, 108, 93, -5
42) Cc1ncc([N+](=O)[O-])n1CC(=O)Nc1ccccc1
    100, -1, 86, 2, 98, 98, 75, 10
43) O=C1NCCCC2c3c(cc(Br)c(O)c3Br)OC12N1CCCCC1 (configuration not stated)
    97, 1, 86, -36, 99, 94, 97, -21
44) C=CCn1c(N)cc(=O)nc1SCC(=O)N(c1ccccc1)c1ccccc1
    92, 0, 94, 2, 99, 98, 98, 7
45) COc1ccc(S(=O)(=O)N2CCOCC2)cc1NC(=O)CCc1cc(OC)c(OC)c(OC)c1
    101, 1, 100, 0, 99, 101, 104, 8
46) Cc1ccc(S(=O)(=O)N(CC(=O)Nc2ccccc2)C(=O)N2CCN(C)CC2)cc1
    91, 4, 87, 2, 94, 90, 88, 4
47) Cc1cccc(-c2noc(CCCC(=O)N3CCOCC3)n2)c1
    102, 0, 100, 4, 105, 94, 101, -6
48) CCN(CC)S(=O)(=O)c1ccc(C(=O)NCC(=O)N/N=C/c2ccccc2OC)cc1
    77, 2, 95, -1, 80, 93, 91, -2
49) CN(C)C(=O)CSc1ccccc1C(=O)OCC(=O)NC1CC1
    87, 2, 94, 7, 94, 93, 95, 1
50) COc1ccccc1NS(=O)(=O)c1cccc(C(=O)NNC(=O)c2ccc(NC(C)=O)cc2)c1
    106, 9, 107, -10, 106, 96, 104, -6
51) CSc1nc2c(c(=O)[nH]1)C(c1ccc(Cl)cc1)CC(=O)N2 (configuration not stated)
    98, 3, 94, 4, 97, 96, 101, 0
52) Cc1cc(C)c(C(=O)Cn2nc(C)c([N+](=O)[O-])c2C)cc1C
    102, -6, 102, 1, 100, 98, 103, -12

High-throughput results: PubChem BioAssay, several laboratories
